Assay outcomes from PubChem.
OPRM1-OPRD1 inv = inverse agonists of MOR-DOR heterodimerization, primary screen, cell-based, luminescence. Mu-type opioid receptor (Homo sapiens) + Delta-type opioid receptor (Homo sapiens), …. cell-based MOR-DOR heterodimer luminescence, inverse agonism. inhibition, % at 9.3 µM. AID 504357, 2011. actives 0.21% (n = 340,000); in the data active means inhibition above about 22%, passing the limit was not always enough;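 further: 0% = cells with DMSO and 100% = wells without cells with DMSO; values of inactives mirror those of a sister screen read the other way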
SUMO Mot1 rescue = yeast Mot1-301 growth rescue at high temperature, primary screen, SUMOylation pathway inhibitor project, S. cerevisiae, ATP luminescence, 38.5C | S. cerevisiae Mot1-301 growth rescue; percent above DMSO median, 100 means doubled | actives 1% (n = 320,000) | growth rescue, % at 18.8 µM;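 active means every valid replicate shows activation above 250% relative to neutral control wells; inactive means the rest, any valid replicate at or below 250%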;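 further: OY570 slx delta 5 strain wells were the positive control but not used for scaling; some compounds called inactive have numbers as strong as hits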
phage Ecoli inh = growth loss of phage-infected E. coli, primary screen, RecBCD inhibitor project, absorbance, with phage, HTS; inhibition, % at 11.9 µM; actives 0.26% (n = 360,000); in the data active means inhibition above about 11%
HTR5A inv ag = HTR5A inverse agonists in luminescence cell assay, primary screen, counter-screen for OPRM1-OPRD1 heterodimer inverse agonist project, full-deck HTS; 5-hydroxytryptamine receptor 5A (Homo sapiens), P47898; HTR5A cell line, inverse agonism; inhibition, % at 9.3 µM; actives 0.083% (n = 340,000); AID 504634, 2011; in the data active means inhibition mostly above about 23%, no sharp cut-off; inactive means mostly below about 18%;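 further: 0% = cells with DMSO and 100% = no-cell wells with DMSO; some compounds called inactive have numbers as strong as hits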
Target sequence (P47898 whole entry, looked up): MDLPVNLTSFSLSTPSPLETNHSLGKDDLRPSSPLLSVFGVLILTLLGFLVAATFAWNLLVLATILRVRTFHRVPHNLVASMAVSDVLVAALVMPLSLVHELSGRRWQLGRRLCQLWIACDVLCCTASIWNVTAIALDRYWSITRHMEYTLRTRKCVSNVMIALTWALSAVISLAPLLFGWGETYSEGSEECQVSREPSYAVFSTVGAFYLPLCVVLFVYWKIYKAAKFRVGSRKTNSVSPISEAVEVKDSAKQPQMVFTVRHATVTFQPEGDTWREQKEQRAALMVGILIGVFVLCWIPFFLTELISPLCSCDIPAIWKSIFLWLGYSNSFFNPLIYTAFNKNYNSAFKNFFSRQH
HTR5A ag = HTR5A agonists in luminescence cell assay, primary screen, counter-screen for OPRM1-OPRD1 heterodimer agonist project, full-deck HTS. activation, % at 9.3 µM. actives 0.61% (n = 340,000). cell-based. 5-hydroxytryptamine receptor 5A (Homo sapiens), P47898; in the data active means activation mostly above about 9.5%, no sharp cut-off; inactive means mostly below about 7.6%;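 further: 0% = cells with vehicle only and 100% = reference agonist; strong numbers were not always called active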
AddAB inh = growth inhibition of E. coli expressing H. pylori AddAB, primary screen, AddAB inhibitor project, absorbance; inhibition, % at 11.9 µM; actives 0.29% (n = 330,000); AID 435030, 2010; in the data active means inhibition above about 12%;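 further: 0% = vehicle wells of infected cells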
PfHsp90 set2 = growth inhibition of PfHsp90-expressing yeast, primary screen, antimalarial PfHsp90 inhibitor project, S. cerevisiae, BacTiter-Glo luminescence, single point, set 2 | BacTiter-Glo ATP, 48 h; yeast lacking PDR1 and PDR3 efflux regulators | inhibition, % at 9.4 µM | actives 0.32% (n = 310,000) | AID 504621, 2011;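 active means every replicate shows inhibition above about 80%, whatever the replicate mean, limit read from the data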;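 further: 0% = DMSO neutral controls and 100% = 20 µM radicicol positive controls; yeast relying on Plasmodium falciparum Hsp90 in place of its own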
DSG3 Ab inh = inhibitors of pemphigus antibody binding to DSG3, primary screen, biochemical, bead-based, flow cytometry, scFv-GFP; Desmoglein-3 (Homo sapiens), P32926; DSG3-coupled beads, scFv-anti-DSG3-GFP binding; stronger effect = lower value; binding (percent of control), % at 10 µM; actives 0.48% (n = 310,000); AID 588358, 2011;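 active means binding more than 3 SD below its plate's average and above zero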;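 further: hits lower antibody fragment binding to DSG3; some compounds called inactive have numbers as strong as hits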
E coli growth = E. coli V3065 growth inhibition, primary screen, counter-screen for AddAB inhibitor project, absorbance, OD600. AID 449728, 2010. actives 0.27% (n = 330,000). 18 h. inhibition, % at 11.9 µM;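 active means inhibition above the campaign's mean inhibition across all tested compounds plus 3 SD, cut at about 9.9% in these data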;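 further: uninfected addAB+ strain grown without phage in ampicillin broth; 0% = DMSO wells and 100% = ciprofloxacin 0.95 µg/ml wells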
MOR-DOR ag = agonists of OPRM1-OPRD1 heterodimerization, primary screen, cell-based, luminescence. Mu-type opioid receptor (Homo sapiens) + Delta-type opioid receptor (Homo sapiens), …. cells. activation, % at 9.3 µM. actives 0.3% (n = 340,000). AID 504326, 2011; in the data active means activation above about 18%;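 further: 0% = vehicle-treated cells and 100% = reference agonist; values of inactives mirror those of a sister screen read the other way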
PKA-R1A act = activators of PKA-R1A holoenzyme, primary screen, biochemical, fluorescence polarization, Cy5-IP20, bovine R1A, mouse PKAc | cAMP-dependent protein kinase type I-alpha regulatory subunit (Bos taurus) + … | PKA-R1A dissociation; scaled: DMSO 0%, 113 µM cGMP 100% | activation, % at 11.4 µM | actives 0.083% (n = 340,000) | AID 504707, 2011;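 active means percent activation above the mean of all tested compounds plus 3 SD, cut at about 19% in these data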;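 further: higher means more PKAc released from R1A so a rise in polarization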
Starred values were filed as active, the others as inactive; / = not tested or not shown.

SMILES	OPRM1-OPRD1 inv	SUMO Mot1 rescue	phage Ecoli inh	HTR5A inv ag	HTR5A ag	AddAB inh	PfHsp90 set2	DSG3 Ab inh	E coli growth	MOR-DOR ag	PKA-R1A act
C=CCOC(=O)C1=C[C@@H](c2ccc(Br)cc2)C[C@@H](OCCCCO)O1	4	14	1.8	-9	-2	1.6	3	98	-1.2	-0.8	9
C=CCc1ccc(OCc2ccc(C(=O)O)o2)c(OC)c1	12	5	1.0	-5	1	0.3	1	99	0.7	-2.0	-2
COc1ccc(NC(=O)CSCC(=O)N(C)CC(=O)Nc2c(C)cccc2C)cc1	20	10	7.7	-49	4	2.8	-3	99	-0.9	-5.3	1
CC1CCN(c2ccc(-c3ccc(NC(=O)C(F)(F)F)cc3)nn2)CC1	13	13	/	-5	-3	0.4	-8	/	-1.0	-2.6	-4
CC(=O)Nc1ccc(S(=O)(=O)NCC(=O)OCC(=O)Nc2sccc2C(N)=O)cc1	-8	6	0.1	6	-2	2.4	10	97	1.4	1.9	5
CCCCNC(=O)C(=O)Nc1cc2c3c(c1)CCC(=O)N3CCC2	7	-2	-0.7	-6	0	0.9	11	115	-2.3	-1.3	0
Cc1onc(-c2ccccc2)c1C(=O)Nc1nc(-c2ccccc2)cs1	-2	-24	4.6	11	4	2.1	7	95	-0.6	0.4	7
Cc1ccc(C)c(NC(=S)N(C2CCCCC2)C(C)c2cccnc2)c1 (stereo unspecified)	5	18	-0.5	-9	-1	0.3	-2	99	-1.0	-0.9	5
COc1cccc(-c2nnc(NC(=O)c3ccco3)s2)c1	15	-16	1.0	4	-1	1.5	12	103	3.5	-2.9	1
Cc1cc(C)cc(N2CC(O)=C(c3nc4ccccc4c(=O)[nH]3)C2=N)c1	14	-25	4.3	8	-2	1.6	14	96	-3.9	-3.0	-7
O=C(CNC(=O)c1ccc(Cl)c([N+](=O)[O-])c1)OCN1C(=O)c2ccccc2C1=O	4	-3	1.1	11	-4	0.5	-5	101	-0.2	-0.8	-11
CCOC(=O)C1(CCOc2ccccc2)CCN(Cc2cccc3c2OCO3)CC1	-93	71	4.0	8	-3	1.4	8	101	1.9	18*	-4
CC(C)COc1ccc(-c2cc(C(=O)NN)[nH]n2)cc1	-14	166	7.0	-25	4	-0.7	18	110	0.0	1.9	8
COc1ccc(CN(C)C(=O)CCl)cc1	17	/	2.8	21	4	/	10	99	/	-3.2	-5
COc1cc(S(=O)(=O)Nc2ccc(C)cc2)ccc1N=Cc1c(C)c(C#N)c(=O)n(C)c1O	/	11	3.5	/	/	2.8	-17	96	0.3	/	/
CCOC(=O)CCCCCC(=O)Nc1ccc2c(c1)CC(=O)N([C@@H](C)CO)C[C@@H](C)[C@@H](CN(C)C(=O)Nc1ccc(C(F)(F)F)cc1)O2	11	-4	1.2	-9	2	-0.1	-9	104	-0.5	-2.0	-10
Cc1nc(-c2cccc(Cl)c2)n[nH]1	6	12	3.3	-6	3	1.6	-28	112	-3.0	-1.1	-4
Cn1cccc1/C=C1\SC(=S)N(NC(=O)c2ccccc2)C1=O	17	59	2.3	-41	1	2.8	-6	120	2.1	-3.1	2
CC1=CC(C)C2(COC(=O)Nc3ccccc3)COC(C)C1C2C (stereo unspecified)	-42	0	3.4	-4	1	0.8	9	108	-1.8	7.3	-14
COc1ccc(CCNc2cc(C)nc3c(-c4ccc(Cl)cc4)cnn23)cc1OC	-3	-7	0.4	-9	3	2.3	-16	102	0.5	0.5	-15
CCNC(=O)COC(=O)c1cccc(Br)c1	11	-16	1.8	4	-1	-0.8	-14	98	1.3	-2.3	3
N#CC(C#N)=C1C(=O)N(CCN2CCOCC2)c2ccccc21	12	-3	2.1	16	-7	1.3	-10	99	-0.9	-2.4	-12
O=C(NCCC1=CCCCC1)N[C@@H](Cc1ccccc1)C(=O)O	5	484	2.8	-40	14	-1.1	-23	/	2.7	-0.9	-9
CCN(CC)S(=O)(=O)c1ccc(S(=O)(=O)NCC2CCCO2)cc1 (stereo unspecified)	13	4	1.0	12	-3	-0.9	6	102	0.5	-2.7	-3
COC(C/C=C/C(=O)[C@H](C)OCc1ccccc1)OC	2	65	/	-15	6	0.2	-31	108	-1.0	-0.4	3
CCc1onc(C)c1C(=O)Nc1ccc(N2CCOCC2)cc1	17	-1	1.1	-16	-2	3.4	7	/	2.6	-4.2	-5
CCOC(=O)C1CCCN(C(=O)c2ccc(Cl)cc2)C1 (stereo unspecified)	-5	-8	0.3	-6	2	1.5	-5	104	-1.3	0.9	-3
COc1ccccc1NC(=O)c1ccc2c(c1)OCO2	-13	4	4.0	-12	3	-1.0	-3	125	-0.9	2.6	0
CC(C)[C@@H](C(=O)NC1CCCC1)N1C(=O)N2CCc3c([nH]c4ccccc34)[C@@]2(C)C1=O	7	-4	1.0	36	1	1.9	-16	100	1.8	-1.4	0
CCC(C)(C)NC(=O)C(c1ccc(C)cc1)N(CC1CCCO1)C(=O)CNC(=O)c1cccs1 (stereo unspecified)	13	688*	2.0	-9	4	3.1	7	97	-0.2	-2.2	-8
NNC(=O)c1cc2cc3ccccc3nc2s1	8	4	4.2	12	-4	2.9	34	99	0.3	-1.4	-8
CCOC(=O)c1c(C)[nH]c(C)c1C(=O)CSc1nc2ccccc2c(=O)n1-c1ccc(F)cc1	3	14	1.4	2	-1	4.3	-23	101	3.1	-0.6	2
COc1ccc(CCNC(=O)CSc2nnc(-c3cccc(C)c3)o2)cc1OC	11	2	0.6	-19	7	0.1	21	103	0.2	-2.6	4
COc1ccc(C(=O)NCc2csc(C(C)C)n2)cc1OC1CCN(C(C)=O)CC1	17	280	1.2	8	3	-1.1	-7	/	0.7	-3.4	9
CCCCn1nc(C(=O)OCC(=O)Nc2sccc2C(N)=O)c2ccccc2c1=O	-5	-1	-0.8	-7	2	1.2	7	107	-1.7	1.0	-9
Cc1cc(-n2c(C)cc(C(=O)CSc3nnnn3-c3ccccc3)c2C)no1	10	201	1.7	-12	9	0.2	10	102	-4.0	-1.8	-19

Molecules above that contain a COOH group:
SMILES	OPRM1-OPRD1 inv	SUMO Mot1 rescue	phage Ecoli inh	HTR5A inv ag	HTR5A ag	AddAB inh	PfHsp90 set2	DSG3 Ab inh	E coli growth	MOR-DOR ag	PKA-R1A act
C=CCc1ccc(OCc2ccc(C(=O)O)o2)c(OC)c1	12	5	1.0	-5	1	0.3	1	99	0.7	-2.0	-2
O=C(NCCC1=CCCCC1)N[C@@H](Cc1ccccc1)C(=O)O	5	484	2.8	-40	14	-1.1	-23	/	2.7	-0.9	-9

(further entries)
SMILES	OPRM1-OPRD1 inv	SUMO Mot1 rescue	phage Ecoli inh	HTR5A inv ag	HTR5A ag	AddAB inh	PfHsp90 set2	DSG3 Ab inh	E coli growth	MOR-DOR ag	PKA-R1A act
Nc1ccc2oc(-c3ccccn3)nc2c1	-5	/	1.0	-2	5	0.4	-11	103	0.2	0.9	-10
Cc1ccc(NC(=O)CNc2cc(S(=O)(=O)N3CCOCC3)ccc2N2CCOCC2)cc1S(=O)(=O)N(C)C	8	-2	2.5	-11	3	3.6	/	94	0.3	-1.5	1
Cc1noc(C)c1C(=O)N1CCc2ccccc2C1	0	-11	-2.0	-1	1	1.1	5	101	-2.6	-0.1	-1
S=C(NCc1ccccn1)NN=Cc1ccccn1	-8	/	18*	3	-1	/	-8	/	/	1.6	5
O=C(CCS(=O)(=O)Cc1ccccc1F)N1CCc2ccccc2C1	5	3	2.6	-10	4	4.5	-11	99	3.0	-1.0	6
O=C(CSc1nnc(-c2ccc(O)cc2)o1)NNC(=O)c1ccncc1	-2	451	0.5	12	-2	4.7	8	97	-0.5	0.3	-12
CCOC(=O)C1CCCN(C(=O)C(C)Oc2ccc(Cl)cc2Cl)C1 (stereo unspecified)	4	-10	/	19	-3	0.8	/	100	-1.5	-0.7	1
COC(=O)c1ccc(NC(=O)CCS(=O)(=O)c2ccc(C)cc2)cc1	8	116	2.8	6	-2	1.2	-2	99	-0.3	-1.8	4
O=C(NCCN1CCN(C(=O)c2cccc([N+](=O)[O-])c2)CC1)C(=O)NCc1ccc(Cl)cc1	1	-4	1.2	-18	0	-0.1	16	111	-1.2	-0.1	-2
NS(=O)(=O)c1ccc(CCNC(=O)COC(=O)CCSc2ccc(Cl)cc2)cc1	7	-4	4.0	-2	8	2.7	-72	107	1.7	-1.4	7
Fc1ccccc1OCC1CCCN(Cc2nc(CC3CC3)no2)C1 (stereo unspecified)	-12	21	3.1	1	0	0.8	8	106	-1.5	2.4	-5
Cc1ccc(C)c(N2CCN(CC(=O)Nc3ccc([N+](=O)[O-])cc3C(=O)Nc3ccccc3F)CC2)c1	-22	0	7.3	2	6	-2.0	5	103	-1.0	4.1	0
Cc1cccc(CN2CCNC2=O)c1	8	-13	1.3	-15	1	1.5	23	102	-0.7	-1.6	-1
Cc1c(N)cccc1-n1cnnn1	0	5	1.9	7	-3	0.7	19	99	0.9	-0.1	5
COc1ccc(N2CCN(C(c3ccccc3)c3nnnn3Cc3ccc(F)cc3)CC2)cc1 (stereo unspecified)	-4	611	-0.1	16	-6	4.9	-29	95	2.1	0.9	-2
COc1ccc(S(=O)(=O)N2CCCCCC2)cc1NC(=O)CCc1cc(OC)c(OC)c(OC)c1	7	/	-1.8	-26	10	/	8	100	/	-1.8	0
N#C/C(=C\c1cccnc1)c1ccc(Br)cc1	-10	-16	2.0	-16	4	1.4	-46	95	0.5	1.9	-8
COc1ccc(C(CNC(=O)c2cccc(NC(=O)c3cccs3)c2)N2CCCC2)cc1 (stereo unspecified)	2	24	1.9	7	-3	1.1	-7	134	-4.4	-0.5	-6
COc1ccc(CC(=O)OCC(=O)NCc2ccc(Cl)cc2)cc1	1	-3	4.9	-2	1	0.9	4	67	0.9	-0.2	-2
Cc1c(C(=O)NC(=S)Nc2ccc(N3CCOCC3)cc2)cccc1[N+](=O)[O-]	19	-18	4.0	11	2	-1.4	-58	99	0.6	-4.1	-11
CCOC(=O)c1c(CN2CCCCC2)n(C)c2cc(Br)c(O)cc12	-2	5	4.3	13	2	6.9	5	99	1.6	0.4	1
O=C(c1cc2cc([N+](=O)[O-])ccc2oc1=O)N1CCN(C2CCCCC2)CC1	12	-15	1.7	8	-3	-0.9	/	113	1.0	-2.5	-8
Cc1c(Cl)cccc1NS(=O)(=O)c1c(C(=O)N2CCOCC2)c(C)n(C)c1C	12	14	3.5	2	-1	3.4	8	102	-1.2	-2.3	-5
